PI4K2A block – qHTS for small molecular inhibitors of PI4K2A; Phosphatidylinositol 4-kinase type 2-alpha (Homo sapiens), Q9BTU6; purified PI4K2A, ADP-Glo luminescence, 1 h; active compounds read low; activity change, negative = inhibition, % at 76.9 µM; 420,000 compounds, 0.13% hits; AID 1346378, 2018; in the data active = activity change below about -50%; inconclusive = mostly about -30% to -49%;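 note: -100% = wells without enzyme as full effect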
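In this quantitative HTS, ADP production by PI4K2A was quantified luminescently after 1 h at ambient temperature; 100 microM adenosine served as plate-quality control.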
Pin1 inh – qHTS Assay to Find Inhibitors of Pin1 | Peptidyl-prolyl cis-trans isomerase NIMA-interacting 1 (Homo sapiens), Q13526 | Potency, µM (series often up to 115 µM), without a hit: top-dose activity, negative = inhibition, most hits filed as inhibitors | 390,000 compounds, 0.009% hits | Pin1 FP peptide displacement, HiFluor488, 10 min; active = well fitted inhibition curve with a large enough effect in the polarisation, with a control signal flat, not every such curve was filed as active; inconclusive = small, poorly fitted or top-dose-only effect, or effect the other way, or a change in a side signal; inactive = no such curve, though single readings can be large or run the other way; the % refers to the polarisation; note: potency is the fitted concentration of half-maximal effect; % is set by controls: 0 for no effect and ±100 for the full control effect
G9a inh – qHTS Assay for Inhibitors of Histone Lysine Methyltransferase G9a. Histone-lysine N-methyltransferase EHMT2 (Homo sapiens), Q96KQ7. G9a H3K9 monomethylation, AlphaScreen, 2 h. Potency, µM (series often up to 102 µM), inactives show at the highest dose activity, negative = inhibition, usual class: inhibitors. 350,000 compounds, 8.8% hits; note: potency is the fitted concentration of half-maximal effect; % is set by controls: 0 for no effect and ±100 for the full control effect; nearly all actives have a fitted effect of over 75% in size
Target sequence (Q96KQ7 913-1193 limits assumed): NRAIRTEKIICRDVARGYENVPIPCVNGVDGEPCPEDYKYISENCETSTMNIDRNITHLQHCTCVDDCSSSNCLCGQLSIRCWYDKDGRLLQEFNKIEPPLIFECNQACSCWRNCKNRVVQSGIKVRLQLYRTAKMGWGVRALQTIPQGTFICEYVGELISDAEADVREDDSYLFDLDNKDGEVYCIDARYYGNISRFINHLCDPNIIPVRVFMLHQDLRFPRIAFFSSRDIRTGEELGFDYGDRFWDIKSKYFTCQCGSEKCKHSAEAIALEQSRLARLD
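G9a (20 nM) was preincubated 15 min with compound, then reacted 2 h at room temperature with 500 nM biotin-H3K9 peptide and 20 µM SAM. Monomethyl-H3K9 detected by AlphaScreen using anti-H3K9me1 antibody.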
Tb PGK inh – qHTS Assay to Find Inhibitors of Phosphoglycerate Kinase; Phosphoglycerate kinase, glycosomal (Trypanosoma brucei brucei), P07378; PGK/GAPDH coupled, Kinase-Glo luminescence, 60 min; Potency, µM (top dose mostly 57.5 µM), for the others: at the highest dose activity change, negative = inhibition, usual class: inhibitors; 380,000 compounds, 0.043% hits; AID 602233, 2012; note: potency is the fitted concentration of half-maximal effect; % is set by controls: 0 for no effect and ±100 for the full control effect; nearly all actives have a fitted effect of over 60% in size
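Luminescent ATP detection (Kinase-Glo Plus) follows a 60-minute room-temperature incubation, with wells lacking PGK as controls. Buffer: 100 mM TEA (pH 7.6), 5 mM MgCl2, 0.01% Tween-20. Coupling enzyme GAPDH (100 nM final) supplies unstable 1,3-BPG in-well.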
JMJD2A Tudor inh – qHTS Assay for Inhibitors of JMJD2A-Tudor Domain; Lysine-specific demethylase 4A (Homo sapiens), O75164; AlphaScreen JMJD2A-Tudor / H3K4me3 peptide binding; Potency, µM (highest dose often 114 µM), without a hit: top-dose activity change, negative = inhibition, hits mostly inhibitors; 390,000 compounds, 4.4% hits; note: potency is the fitted concentration of half-maximal effect; % is set by controls: 0 for no effect and ±100 for the full control effect; nearly all actives have a fitted effect of over 50% in size
ERG-DNA inh – qHTS for Small Molecule Inhibitors of the ERG Ets/DNA interaction; fluorescence polarization, His-ERG Ets domain / labelled DNA; Potency, µM (highest dose often 76.9 µM), for the others: at the top dose FP activity, negative = inhibition, usual class: inhibitors; 370,000 compounds, 0.028% hits; active = well fitted inhibition curve with a large enough effect in the polarisation, with a control signal flat; inconclusive = small, poorly fitted or top-dose-only effect, or effect the other way, or a change in a side signal; inactive = no such curve, though single readings can be large or run the other way; the % refers to the polarisation;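 note: polarization taken with two DNA probes labelled with fluorescein and Texas red; potency is the fitted concentration of half-maximal effect; % of control where 0% means no effect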
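His-tagged ERG Ets domain (1 uM in the protein solution; 300mM KCl, 50mM Tris-HCl, 1mM EDTA, 1mM DTT, pH 7.5) received compound, then a probe mix of 5 nM fluorescein-DNA and 100nM Texas-615-DNA. Fluorescence polarization was read for both dyes.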
BAZ2B inh – qHTS Assay for Inhibitors of BAZ2B; AlphaScreen BAZ2B-H3K14Ac peptide displacement; Potency, µM (highest dose often 114 µM), for the others: top-dose activity change, negative = inhibition, usual class: inhibitors; 360,000 compounds, 4.4% hits; Bromodomain adjacent to zinc finger domain protein 2B (Homo sapiens), Q9UIF8; note: potency is the fitted concentration of half-maximal effect; % is set by controls: 0 for no effect and ±100 for the full control effect; nearly all actives have a fitted effect of over 60% in size
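BAZ2B (50 nM) with biotin-H3(5-23)K14Ac peptide (50 nM) in PBS pH 7.4, 0.01% Tween-20, preformed 30 min, then compound 30 min at room temperature; top concentration 110uM. AlphaScreen streptavidin donor/nickel chelate acceptor beads (10 ug/mL final), 20 min dark, signal read.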
GLS inhibitor – qHTS for Inhibitors of Glutaminase (GLS); Glutaminase kidney isoform, mitochondrial (Homo sapiens), O94925; GLS enzymatic activity, qHTS titration; Potency, µM (highest dose often 45.5 µM), for inactives: at the top dose activity change, negative = inhibition, actives largely listed as inhibitors; 410,000 compounds, 0.21% hits; AID 624170, 2012; note: potency is the fitted concentration of half-maximal effect; % is set by controls: 0 for no effect and ±100 for the full control effect
Target sequence (O94925 whole entry, looked up, canonical isoform): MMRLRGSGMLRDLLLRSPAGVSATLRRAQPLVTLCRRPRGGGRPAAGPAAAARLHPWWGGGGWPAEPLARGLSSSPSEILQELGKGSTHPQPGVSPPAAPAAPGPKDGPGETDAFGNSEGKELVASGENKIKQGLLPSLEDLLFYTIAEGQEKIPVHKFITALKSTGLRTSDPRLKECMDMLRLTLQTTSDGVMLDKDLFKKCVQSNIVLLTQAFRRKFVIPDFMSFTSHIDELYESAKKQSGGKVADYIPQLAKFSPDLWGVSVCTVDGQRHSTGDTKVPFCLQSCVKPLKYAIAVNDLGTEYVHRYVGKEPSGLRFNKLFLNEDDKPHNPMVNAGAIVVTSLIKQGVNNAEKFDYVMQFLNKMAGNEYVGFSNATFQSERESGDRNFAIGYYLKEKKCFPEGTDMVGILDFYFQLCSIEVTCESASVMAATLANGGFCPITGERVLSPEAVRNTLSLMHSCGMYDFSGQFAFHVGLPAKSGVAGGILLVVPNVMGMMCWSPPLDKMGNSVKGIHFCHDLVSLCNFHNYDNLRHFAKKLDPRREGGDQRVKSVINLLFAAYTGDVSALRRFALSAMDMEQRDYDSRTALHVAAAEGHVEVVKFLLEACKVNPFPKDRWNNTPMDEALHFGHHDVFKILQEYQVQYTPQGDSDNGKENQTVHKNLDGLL
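hKGA in 45 mM KH2PO4 pH 8.2, 0.02% Tween-20 with pin-transferred compounds; 1 mM L-glutamine (stock) plus glutamate oxidase/HRP/Amplex Red coupling added. Fluorescence read initially and after 30 min at RT.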
HP1b chromo inh – HTS for Inhibitors of HP1-beta Chromodomain Interactions with Methylated Histone Tails. Chromobox protein homolog 1 (Homo sapiens), P83916. AlphaScreen HP1-beta / biotin-H3K9me3 peptide binding. Potency, µM (doses to about 114 µM), for the others: at the top dose activity change, negative = inhibition, most hits filed as inhibitors. 390,000 compounds, 0.56% hits. AID 540317, 2011; note: potency is the fitted concentration of half-maximal effect; nearly all actives have a fitted effect of over 70% in size; inactives centre near 23
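Compound inhibition of the preformed complex between 50 nM HP1-beta and 50 nM biotinylated H3K9me3 peptide was read by AlphaScreen. Buffer was PBS pH 7.4 with 0.01% Tween-20. Incubations ran 30 min at room temperature, with 10 ug/mL donor/acceptor beads.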
The depositor's hits bear a star; i = inactive; ? = inconclusive; · = no result given; [ ] = remark or other dose. Unless noted, calls come from the whole dose curve; as a rule, active = well fitted curve in the direction sought with a large enough effect; inconclusive = small, poorly fitted or top-dose-only effect, or another doubt; inactive = no such curve, though single readings can be large; an effect the other way counts as inactive or inconclusive. Rows were taken by chance; overall some 11% were active at least once.

Values run as follows: PI4K2A block | Pin1 inh | G9a inh | Tb PGK inh | JMJD2A Tudor inh | ERG-DNA inh | BAZ2B inh | GLS inhibitor | HP1b chromo inh
Cn1c(=O)c2[nH]c(CN3CCCCC3)nc2n(C)c1=O
    0 | -5% | · | 6% | 4µM* | -1% | · | 6% | ?
COC(=O)c1ccc(CNC(=O)CN(CCC(C)C)S(=O)(=O)c2ccc3c(c2)OCCO3)cc1
    -6 | 16% | -6%[59 µM] | -1% | -9% | 11% | 5% | -7% | 30%
C=CCNC1=C(Cl)C(=O)N(Cc2ccccc2)C1=O
    -3 | -1% | 44%[activator] | -1% | 63%[activator] | 20% | 73%[activator] | 3% | 114%[activator]
CCS(=O)(=O)n1nc(-c2ccc(Cl)cc2)nc1SCc1ccccc1
    3 | -3% | 7.1µM* | -5% | 40µM* | 13% | 36% | 15% | 71%[activator]
Cc1oc(C(=O)O)cc1COc1cccc2cccnc12
    -6 | ? | 79µM* | -28% | 79µM* | -2% | 40µM* | ? | 14%
S=C1NC[C@H](Cc2cccc3ccccc23)N1CC1CCCCC1
    -3 | 8% | -5%[59 µM] | -3% | ? | 1% | -34% | 4% | 9%
CCOC(=O)c1c(NC(=O)COC(=O)C2CCC2)sc(C(=O)N(C)C)c1C
    -6 | 11% | -30% | -7% | -10% | -5% | -2% | 2% | 32%
CC(C)OCCCn1c(SCC(=O)Nc2ccccc2C(F)(F)F)nc2nccnc2c1=O
    -3 | 1% | · | 0% | -12% | 1% | -6% | 0% | 38%
COc1ccc(-c2cnnc(N/N=C/c3ccc(O)cc3)n2)cc1
    0 | 3% | 2% | 4% | -7%[11.4 µM] | -1% | -13% | -5% | 30%
COc1ccc(OC)c(NC(=O)c2nc(S(=O)(=O)Cc3ccccc3)ncc2Cl)c1
    5 | 20% | 35µM* | -6% | -18% | 12% | -35% | ? | -13%[57 µM]
O=C(C1=NN[C@@H]2C(=O)N(c3ccccc3C(F)(F)F)C(=O)[C@H]12)C(c1ccccc1)c1ccccc1
    6 | 35%[activator] | 13%[59 µM] | i | -27% | 5% | -33% | 9% | -3%
O=S(=O)(c1ccccc1)N1CCC2(CC1)OCCN2S(=O)(=O)c1cccs1
    2 | 19% | ? | i | -13% | 6% | 6% | -2% | 27%
Cn1nc(CC(=O)NCCN2C(=O)CSC2=O)c2ccccc2c1=O
    7 | -4% | 18% | i | -3% | -10% | 15% | -12% | 46%[activator]
CC1CCN(C(=O)C(C)OC(=O)CSc2ccc([N+](=O)[O-])cc2)CC1 (stereo not drawn)
    3 | 4% | 7%[12.7 µM] | 8% | ? | -4% | 7% | 11% | -13%
CC(C)(C)[C@@H]1C=C(C(=O)NCc2ccccc2)O[C@H](OCc2ccc(CO)cc2)C1
    0 | ? | -13%[59 µM] | 6% | -17% | -2% | -3% | 2% | 30%
O=C(CCN1CCN(S(=O)(=O)c2ccc(Cl)cc2)CC1)Nc1ccccc1F
    0 | 6% | -28% | -3% | -14% | 8% | 4% | -6% | 27%
O=C(CCCCCn1c(=S)[nH]c2cc3c(cc2c1=O)OCO3)N1CCN(c2ccc(F)cc2)CC1
    -4 | -5% | 119%[activator] | 1% | -21% | 3% | -13% | 5% | 41%[activator]
COc1ccc(C)cc1S(=O)(=O)N1CCC(C(=O)NCCC2=CCCCC2)CC1
    4 | 2% | -24%[59 µM] | -4% | 0% | 5% | -9% | -1% | 22%
CCn1nc(C)cc1C(=O)N1CCCC(C(=O)c2ccccc2SC)C1 (stereo not drawn)
    0 | 4% | -1% | -5% | -14% | -3% | -14% | 0% | 25%
CCN(Cc1ccc(OC)c(COC)c1)CC1CCCN(CCc2cccc(OC)c2)C1 (stereo not drawn)
    -3 | -9% | -5% | -7% | -19% | -10% | -24% | -2% | 16%
COc1ccccc1C(=O)NCC(c1ccc(N(C)C)cc1)N1CCc2ccccc21 (stereo not drawn)
    1 | -4% | 14µM* | i | 11µM* | 6% | 10µM* | 33%[activator] | 11µM*
COc1ccc(OC)c(NC(=O)Cn2c(-c3ccc(Cl)cc3)noc2=O)c1
    -2 | 2% | -36% | i | 4% | 7% | -5% | -1% | 29%
CCc1ccc(C(=O)c2cn(CC(=O)Nc3ccc(Cl)cc3)c3cc4c(cc3c2=O)OCO4)cc1
    6 | 45%[activator] | 5%[59 µM] | i | -9% | -4% | -11% | -12% | 25%
O=C(CNCC1CCCO1)N1CCN(S(=O)(=O)c2ccc3ccccc3c2)CC1 (stereo not drawn)
    3 | 4% | ? | -2% | 7.9µM* | -7% | 56µM* | -8% | -35%
O=C(O)c1ccc(-c2ccccc2Cl)o1
    -3 | 2% | ? | -1% | -24% | 6% | -32% | 11% | 27%
O=S(=O)(c1ccc(F)cc1)N1CCC(N2CCCC2)CC1
    2 | -14% | ? | 3% | 20µM* | -13% | ? | 2% | ?
O=C(NNC(=O)c1cccs1)c1ccc([N+](=O)[O-])cc1
    -4 | 3% | -10% | -2% | -24% | 3% | ? | 45%[activator] | 2%
Cc1ccc2nc(NC(=O)CSc3nc4c(c(=O)n3C)SC(C)C4)sc2c1 (stereo not drawn)
    -3 | 36%[activator] | -32% | -6% | -35%[11.4 µM] | 13% | -9% | -11% | -12%
C/C(O)=C\c1nc2ccccc2oc1=O
    2 | -10% | ? | -8% | -13%[11.4 µM] | -2% | -7% | 16% | -13%
CCOC(=O)c1c(S(=O)(=O)NCC(=O)Nc2ccc(F)cc2C)c(C)n(C)c1C
    2 | 4% | -2%[59 µM] | ? | -4% | -8% | 0% | -10% | 22%
Cc1nc2c([N+](=O)[O-])c(C)c(C)cc2[nH]1
    -9 | 0% | 2% | -7% | -14%[57.1 µM] | 12% | -10% | 0% | 3%
CCCC(=O)Nc1ccc(N2CCN(S(C)(=O)=O)CC2)cc1
    7 | 2% | -17%[59 µM] | -11% | 1% | -17% | -1% | 13% | 21%
Cc1nn(-c2nc3ccccc3s2)c(N)c1-c1ccccc1
    -1 | -1% | 7%[59 µM] | · | -13% | · | -6% | 3% | 28%
Cn1nnc2cc(C(=O)Nc3ccc(Cl)cc3)ccc21
    -3 | 0% | 26% | · | -14% | 5% | -2% | -5% | 71%[activator]
CC(=O)c1cccc(NC(=O)/C(=C\c2cccnc2)NC(=O)c2ccco2)c1
    -1 | -2% | -37% | -6% | -1% | 2% | -29% | 9% | 24%
CCCCC(O)(c1ccc(OC)cc1)C(CN1CCOCC1)c1ccccc1 (stereo not drawn)
    -1 | 2% | -5% | -4% | -16% | 6% | -15% | 4% | 22%
Cn1c(=O)c2c(ncn2CC(COCc2ccccc2)OCc2ccccc2)n(C)c1=O (stereo not drawn)
    2 | 0% | 34%[59 µM] | -13% | -14% | -1% | 3% | -1% | 33%
Cc1nnc(SCC(=O)N(Cc2ccccc2)C(C)C)n1-c1ccccc1
    7 | 3% | 0%[59 µM] | -4% | -11% | 3% | -5% | -5% | 16%
Cc1cc(=O)oc2cc(NC(=S)NCc3ccccn3)ccc12
    1 | 1% | 40µM* | i | -18% | -7% | ? | 9% | 26%
CNC(=S)SCCOc1ccccc1C
    7 | -4% | 23%[59 µM] | -7% | 46%[activator] | 9% | 168%[activator] | -8% | 93%[activator]
Cn1c(=O)[nH]c2c(cnn2C)c1=O
    0 | -1% | · | -4% | -3% | -19% | · | -2% | 32%
CCC(C)NS(=O)(=O)c1ccc(OCC(=O)N2CCCC2)cc1 (stereo not drawn)
    -2 | -4% | 20%[59 µM] | 1% | 3% | · | 6% | 13% | 13%
COc1ccc2[nH]cc(CCNC(=O)Cc3ccc(F)cc3)c2c1
    -4 | 4% | -9% | 1% | -19% | -4% | -25% | 11% | 22%
CSc1ccccc1NC(=O)Nc1ccccc1Cl
    1 | -2% | · | -7% | -19% | 10% | -2% | -5% | 16%
CN(Cc1ccccc1F)C(=O)CCNC(=O)c1ccc(C(C)(C)C)cc1
    5 | 1% | 13%[0.501 µM] | -3% | -5% | 6% | 4% | -1% | 59%[activator]
Cc1c(O)c(=O)c2ccccc2n1C
    3 | -1% | 45µM* | -12% | 22µM* | 18% | -9% | 26% | 30%
Nc1ccccc1Nc1cc(-c2ccccc2)nn1-c1ccccc1
    -4 | -2% | 32µM* | -4% | 32µM* | · | 35µM* | 5% | ?
